Screening data (PubChem BioAssay)
U2OS ROS induce = ROS inducers in U2OS cancer cells, primary screen, cell-based, H2DCF-DA fluorescence. U2OS ROS induction. ROS induction (% of piperlongumine), % at 10 µM. hit rate 2% among 46,000; in the data active = ROS induction above about 79%, passing the limit was not always enough; inconclusive = no clear call, values can overlap the other calls;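 note: 0% = DMSO vehicle median and 100% = reference compound median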
The depositor's hits bear a star; u = inconclusive. A portion of the library; count on the stated rates, not on these rows.

mol	U2OS ROS induce
CCc1c(C)sc(NC(=O)/C=C/c2ccc(F)cc2)c1C(=O)OC	-29
Cc1noc(C)c1NC(=O)N(C)C[C@H]1Oc2ccc(NS(=O)(=O)c3ccccc3)cc2C(=O)N([C@@H](C)CO)C[C@H]1C	0
Cc1ccc(S(=O)(=O)N(C)C[C@H]2Oc3ccc(NC(=O)CCCCCC(=O)Nc4ccccc4N)cc3CC(=O)N([C@H](C)CO)C[C@H]2C)cc1	17
C[C@@H]1CN([C@@H](C)CO)C(=O)Cc2cc(NC(=O)CCCCCC(=O)Nc3ccccc3N)ccc2O[C@@H]1CN(C)Cc1ccncc1	-8
Clc1ccc2nc(SCc3csc(Nc4ccccc4)n3)oc2c1	3
Cc1ccc(S(=O)(=O)N(C)C[C@H]2Oc3ccc(NC(=O)Nc4ccc5c(c4)OCO5)cc3C(=O)N([C@@H](C)CO)C[C@@H]2C)cc1	-30
Cc1cccc(C)c1OCC(C)N (configuration not stated)	-2
COC(=O)c1cc(N2C(=O)C3C4C=CC(C)(O4)C3C2=O)ccc1Cl (configuration not stated)	54
Cc1ccc(C2=NN(C(=O)c3ccc(Br)o3)C(c3ccc(C)cc3)C2)cc1 (configuration not stated)	-12
CC(C)NC(=O)N(C)C[C@@H]1Oc2ccc(NC(=O)Cc3ccccc3)cc2CC(=O)N([C@@H](C)CO)C[C@@H]1C	-2
COc1cc2c(cc1OC)CN(C(=O)[C@H]1[C@@H]3C(=O)O[C@@H](c4ccccc4)[C@@H](c4ccccc4)N3[C@@H](c3ccccc3OCCO)[C@]13C(=O)Nc1ccc(C#CCNC(N)=O)cc13)CC2	19
C[C@H](CO)N1C[C@H](C)[C@H](CN(C)CC2CC2)Oc2ccc(NC(=O)CCC(F)(F)F)cc2CC1=O	-17
COc1ccc(NC(=O)N(C)C[C@H]2Oc3ccc(NC(=O)c4ccncc4)cc3C(=O)N([C@H](C)CO)C[C@@H]2C)cc1	1
C[C@H]1CN([C@@H](C)CO)C(=O)CCCn2cc(nn2)CO[C@H]1CN(C)C(=O)Nc1ccc(F)cc1	0
Cc1c(CCNC(NC(=O)c2ccc(Cl)cc2)(C(F)(F)F)C(F)(F)F)c2ccccc2n1C	5
C[C@H]1CN([C@@H](C)CO)C(=O)c2cccc(NC(=O)Nc3cccc4ccccc34)c2O[C@H]1CN(C)C(=O)Nc1ccc(F)cc1	16
COc1ccccc1C(=O)Nc1sc2c(c1C(=O)NCc1ccco1)CCCC2	22
O=C(Nc1cccc(Cl)c1)c1ccc2c(Cl)c3c(nc2c1)CCCC3	-4
C[C@@H]1CN([C@@H](C)CO)C(=O)c2cccc(N(C)C)c2O[C@@H]1CN(C)C(=O)Nc1cccc2ccccc12	-3
C[C@H](CO)N1C[C@H](C)[C@H](CN(C)C(=O)NC2CCCCC2)Oc2ncc(C#Cc3ccccc3)cc2C1=O	11
COc1ccc(S(=O)(=O)Nc2ccc3c(c2)C(=O)N([C@@H](C)CO)C[C@@H](C)[C@@H](CN(C)S(=O)(=O)c2cccs2)O3)cc1	46
C[C@@H]1CN([C@H](C)CO)C(=O)c2cc(NC(=O)Cc3ccccc3)ccc2O[C@@H]1CN(C)C(=O)Nc1ccc2c(c1)OCO2	-7
CCOc1cc(/C=N/NC(=O)c2ccccn2)ccc1O	-5
CC1=CC(/C=C(\C)CCC(O)C(O)/C=C/C(=O)O)C2(O)C(=O)NC(CC(C)C)C2C1C (configuration not stated)	-8
C[C@@H]1CN([C@H](C)CO)C(=O)Cc2cc(NC(=O)c3ccncc3)ccc2O[C@H]1CN(C)Cc1ccc(C(F)(F)F)cc1	6
C[C@H](CO)N1C[C@H](C)[C@H](CN(C)Cc2ccc(C(F)(F)F)cc2)Oc2ccc(NC(=O)Nc3ccccc3)cc2CC1=O	9
COc1ccc2cc3[n+](cc2c1OC)CCc1cc2c(cc1-3)OCO2	-4
CCc1nc(SCC(=O)N(c2ccccc2)c2ccccc2)n[nH]1	4
O=C(N/N=C/c1ccccc1O)c1ccccc1O	-16
C[C@@H]1CN([C@@H](C)CO)C(=O)c2cccc(NC(=O)c3ccc(-c4nccs4)cc3)c2O[C@H]1CN(C)CC1CC1	0

Two entries from above in a different format.
COc1cc2c(cc1OC)CN(C(=O)[C@H]1[C@@H]3C(=O)O[C@@H](c4ccccc4)[C@@H](c4ccccc4)N3[C@@H](c3ccccc3OCCO)[C@]13C(=O)Nc1ccc(C#CCNC(N)=O)cc13)CC2
  U2OS ROS induce: 19
C[C@H](CO)N1C[C@H](C)[C@H](CN(C)CC2CC2)Oc2ccc(NC(=O)CCC(F)(F)F)cc2CC1=O
  U2OS ROS induce: -17

(list continues)
mol	U2OS ROS induce
COc1ccc(NC(=O)N(C)C[C@@H]2Oc3ccc(NS(=O)(=O)c4cccs4)cc3CC(=O)N([C@H](C)CO)C[C@H]2C)cc1	1
C[C@H]1O[C@@H](O[C@H]2[C@@H](O)C[C@H](O[C@H]3[C@@H](O)C[C@H](O[C@H]4CC[C@]5(C)C6C[C@@H](O)[C@]7(C)[C@@H](C8=CC(=O)OC8)CC[C@]7(O)C6CC[C@@H]5C4)O[C@@H]3C)O[C@@H]2C)C[C@H](O)[C@@H]1O (some centres not stated)	11
COC(=O)[C@]1(Cc2ccccc2)N=C(c2ccc(OCCCO)cc2)O[C@@H]1c1ccccc1N=[N+]=[N-]	55
CNC[C@@H]1Oc2ccc(NC(=O)C3CC3)cc2CC(=O)N([C@@H](C)CO)C[C@@H]1C	-1
C=C(C)[C@@H]1CC=C(/C=N/NC(=O)c2cccc(C(=O)NO)c2)CC1	0
CC(C)NC(=O)Nc1ccc2c(c1)CC(=O)N([C@@H](C)CO)C[C@@H](C)[C@@H](CN(C)C)O2	1
CC(C)NC(=O)N(C)C[C@H]1Oc2ccc(NC(=O)Cn3cnnn3)cc2C(=O)N([C@@H](C)CO)C[C@@H]1C	u
C[C@H](CO)N1C[C@H](C)[C@H](CN(C)S(=O)(=O)c2ccccc2)Oc2ccc(NC(=O)Cc3cn(C)c4ccccc34)cc2CC1=O	-3
C[C@@H]1CCCCO[C@H](CN(C)C(=O)Nc2ccc(C(F)(F)F)cc2)[C@@H](C)CN([C@H](C)CO)C(=O)c2cc(NC(=O)C3CCCCC3)ccc2O1	21
COc1ccc(-c2cc(=O)c3c(O)c(OC)c(O)c(OC)c3o2)cc1	26
COc1cccc(-c2cc(C(F)(F)F)n3nc(C(=O)Nc4cc(C)nn4-c4ccccc4)cc3n2)c1	38
C[C@H]1CN([C@@H](C)CO)C(=O)c2cccc(NC(=O)c3cnccn3)c2O[C@@H]1CN(C)CC1CC1	-6
Cc1ccc(S(=O)(=O)Nc2cccc3c2O[C@@H](CN(C)C)[C@H](C)CN([C@@H](C)CO)C3=O)cc1	-9
CCCCCCC/C=C/C(=O)CCc1ccc(O)c(OC)c1	-2
COc1ccccc1NC(=O)CNS(=O)(=O)c1ccc(C)cc1	-8
O=C(Cn1nc(-c2cccc([N+](=O)[O-])c2)c2ccccc2c1=O)Nc1ccc(F)cc1	-4
COc1cccc(OC)c1C(=O)N(Cc1nc(-c2ccc(Cl)cc2)no1)C(C)C	59
O=C(O)CNC(=O)CN1C(=O)c2ccccc2C1=O	1
COc1ccc(S(=O)(=O)Nc2ccc3c(c2)C(=O)N([C@H](C)CO)C[C@H](C)[C@H](CN(C)C(=O)Nc2ccccc2)O3)cc1	1
COC(=O)c1c(NC(=O)C(C)C)sc2c1CCC2	4
Cc1c(C(=O)NC2CCS(=O)(=O)C2)oc2ccccc12 (configuration not stated)	-11
Cc1ccc(S(=O)(=O)Nc2ccc3c(c2)C(=O)N([C@H](C)CO)C[C@H](C)[C@@H](CN(C)Cc2ccc(C(=O)Nc4ccccc4N)cc2)O3)cc1	13
C[C@@H]1CN([C@@H](C)CO)C(=O)Cc2cc(NC(=O)Cn3cnnn3)ccc2O[C@@H]1CN(C)Cc1ccc(Cl)c(Cl)c1	17
CCOC(=O)CSc1nc2c(sc(=S)n2-c2ccccc2C)c(=O)n1-c1ccc(F)cc1	13
COc1ccc(CN(C)C[C@H]2Oc3ccc(NC(=O)Nc4ccc(F)cc4)cc3CC(=O)N([C@@H](C)CO)C[C@@H]2C)cc1	45
O=C(Cc1ccccc1[N+](=O)[O-])NCc1ccco1	-8
CNS(=O)(=O)c1ccc(C)c(-c2nnc3c4ccccc4c(C)nn23)c1	15
CS(=O)(=O)NN1C(=O)c2ccccc2NC12CCCCC2	-11
O=C(Nc1ccc(-c2cn3c(n2)SCC3)cc1)c1ccc2nonc2c1	1
COc1ccc(NC(=O)N(C)C[C@@H]2Oc3c(NS(=O)(=O)c4ccccc4)cccc3C(=O)N([C@@H](C)CO)C[C@@H]2C)cc1	-12

In another format: results already given.
COc1ccccc1C(=O)Nc1sc2c(c1C(=O)NCc1ccco1)CCCC2
  U2OS ROS induce: 22
O=C(Nc1cccc(Cl)c1)c1ccc2c(Cl)c3c(nc2c1)CCCC3
  U2OS ROS induce: -4
C[C@@H]1CN([C@@H](C)CO)C(=O)c2cccc(N(C)C)c2O[C@@H]1CN(C)C(=O)Nc1cccc2ccccc12
  U2OS ROS induce: -3
C[C@H](CO)N1C[C@H](C)[C@H](CN(C)C(=O)NC2CCCCC2)Oc2ncc(C#Cc3ccccc3)cc2C1=O
  U2OS ROS induce: 11

(listing goes on)
mol	U2OS ROS induce
C[C@@H]1CN([C@@H](C)CO)C(=O)c2cccc(NC(=O)c3ccncc3)c2O[C@H]1CN(C)CC1CC1	2
C[C@@H]1CN([C@@H](C)CO)C(=O)c2cccc(NC(=O)c3nc4ccccc4s3)c2O[C@@H]1CN(C)C(=O)Nc1cccc2ccccc12	6
C[C@@H]1CN([C@@H](C)CO)C(=O)c2cc(NS(C)(=O)=O)ccc2O[C@@H]1CN(C)S(=O)(=O)c1ccc(Cl)cc1	-3
C[C@H]1CN([C@@H](C)CO)C(=O)c2cc(NC(=O)CCC(F)(F)F)ccc2O[C@H]1CN(C)C(=O)Nc1ccc2c(c1)OCO2	-5
CC(C)NC(=O)Nc1ccc2c(c1)C(=O)N([C@H](C)CO)C[C@H](C)[C@@H](CN(C)Cc1ccncc1)OCCCC[C@@H](C)O2	4
CC(Oc1ccc(-c2ccccc2)cc1)C(=O)Nc1ccccc1[N+](=O)[O-] (configuration not stated)	3
C[C@@H]1CN([C@H](C)CO)C(=O)CCCn2cc(nn2)CO[C@@H]1CN(C)S(=O)(=O)c1cccc(F)c1	7
Cc1ccc2ccc(C(Nc3ccccn3)c3c(F)cccc3Cl)c(O)c2n1 (configuration not stated)	-2
CC(NCc1ccc(C(=O)O)s1)c1ccccc1 (configuration not stated)	-8
COc1cc(C(=O)O)cc(OC)c1O	-7
COc1ccc(CN(C)C[C@H]2OCc3cn(nn3)CCCC(=O)N([C@H](C)CO)C[C@H]2C)cc1	-13
C[C@@H]1CN([C@H](C)CO)C(=O)c2cccc(NC(=O)c3cnccn3)c2O[C@@H]1CN(C)Cc1ccc(Cl)c(Cl)c1	7
COc1ccc(-c2cnc3c(c2)C(=O)N([C@H](C)CO)C[C@H](C)[C@H](CN(C)C(=O)Nc2ccc(F)cc2)O3)cc1	32
Cc1cc(C(=O)Nc2cccc3c2O[C@@H](CN(C)Cc2ccc(C(=O)Nc4ccccc4N)cc2)[C@@H](C)CN([C@H](C)CO)C3=O)n(C)n1	61
COC(=O)c1ccc([C@H]2C(C#N)=C(N)C(C#N)(C#N)C3=CCC(C(C)(C)C)C[C@@H]32)cc1 (some centres not stated)	226*
COC(=O)Nc1ccc(N=Cc2cccs2)cc1	-11
CCCNC(=O)[C@@]1(c2ccc([N+](=O)[O-])cc2)CC(=O)N(CC23CC4CC(CC(C4)C2)C3)[C@@H]1c1ccc(CO)cc1I	34
C[C@H](CO)N1C[C@H](C)[C@H](CN(C)C)Oc2ccc(NS(=O)(=O)c3cccs3)cc2CC1=O	2
COc1ccc(C(=O)N2CCNC(=O)C2CC(=O)Nc2ccc(C)cc2)cc1 (configuration not stated)	-15
CC(=O)Nc1cc(NC(=O)CCCC(=O)O)ccc1Cl	4
C[C@@H]1CCCCO[C@H](CN(C)Cc2ccc3c(c2)OCO3)[C@@H](C)CN([C@H](C)CO)C(=O)c2cc(NS(=O)(=O)c3cn(C)cn3)ccc2O1	-5
CC(C)NC(=O)Nc1ccc2c(c1)C(=O)N([C@@H](C)CO)C[C@@H](C)[C@H](CN(C)Cc1ccncc1)O2	-3
CCOC(=O)c1cccc(NC(=O)COc2ccc(Br)cc2)c1	35
COc1ccc(-c2n[nH]c(=S)n2-c2ccccc2)cc1OC	3
C[C@@H]1CN([C@H](C)CO)C(=O)Cc2cc(NS(=O)(=O)c3ccc(Cl)cc3)ccc2O[C@@H]1CN(C)C(=O)NC1CCCCC1	9
Cc1ccc(S(=O)(=O)Nc2ccc3c(c2)C(=O)N([C@@H](C)CO)C[C@H](C)[C@H](CN(C)Cc2ccc4c(c2)OCO4)O3)cc1	-1
C=CC[n+]1ccc2ccccc2c1	-3
CCC1C(=O)N=C(SCC(=O)Nc2ccc(Br)cn2)NC1=O (configuration not stated)	1
C[C@H]1CN([C@@H](C)CO)C(=O)Cc2cc(NS(=O)(=O)c3cccs3)ccc2O[C@@H]1CN(C)C(=O)Nc1ccc(F)cc1	-3
C[C@H]1CN([C@@H](C)CO)C(=O)c2cc(NC(=O)CCN3CCOCC3)ccc2O[C@@H]1CN(C)Cc1ccc(-c2ccccc2)cc1	19
CC(=O)O[C@H]1C(=O)[C@@]2(C)[C@H]([C@H](OC(=O)c3ccccc3)[C@]3(O)C[C@H](OC(=O)[C@H](O)[C@@H](NC(=O)c4ccccc4)c4ccccc4)C(C)=C1C3(C)C)[C@]1(OC(C)=O)CO[C@@H]1C[C@@H]2O	22
